LMNA splice mod = changes lamin A minigene splicing in HeLa cells; actives 0.01% (n = 200,000); HeLa LMNA splicing GFP/RFP minigene ratio, 48 h; Potency, µM (titrated, usually from 46.1 µM), without a hit: top-dose ratio change, negative = inhibition, usual class: inhibitors; active = well fitted inhibition curve with a large enough effect in the signal ratio, with a control signal flat, not every such curve was filed as active; inconclusive = small, poorly fitted or top-dose-only effect, or effect the other way, or a change in a side signal; the % refers to the signal ratio; note: % is set by controls: 0 for no effect and ±100 for the full control effect
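Read-out is the ratio of GFP to DsRed2 object intensity, acquired by 488 nm laser-scanning cytometry on HeLa lamin A-EGFP minigene reporter cells. Compound incubation 48 hrs at 37 °C in Opti-MEM with 2% FBS; DMSO 0.5% final.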
KDM4E inh = inhibitors of human JMJD2E histone demethylase; B2RXH2; JMJD2E catalytic domain, FDH-coupled NADH fluorescence (FDH is formaldehyde dehydrogenase); Potency, µM (series often up to 57.1 µM), inactives show at the highest dose activity change, negative = inhibition, most hits filed as inhibitors; actives 1.6% (n = 230,000); active = well fitted inhibition curve with a large enough effect, not every such curve was filed as active; inconclusive = small, poorly fitted or top-dose-only effect, or another doubt; inactive = no such curve, though single readings can be large or run the other way;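 note: 0% = wells with enzyme and -100% = buffer wells without enzyme; nearly all actives have a fitted effect of over 50% in size; many of its hits are not listed in these tables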
L3MBTL1 block = inhibitors of human L3MBTL1; AlphaScreen L3MBTL1–H3K9me1 peptide binding; Potency, µM (titrated, usually from 57.1 µM), for inactives: at the top dose activity, negative = inhibition, hits mostly inhibitors; Q9Y468; actives 0.66% (n = 230,000); note: % is set by controls: 0 for no effect and ±100 for the full control effect; nearly all actives have a fitted effect of over 60% in size
Target sequence (Q9Y468 whole entry, looked up): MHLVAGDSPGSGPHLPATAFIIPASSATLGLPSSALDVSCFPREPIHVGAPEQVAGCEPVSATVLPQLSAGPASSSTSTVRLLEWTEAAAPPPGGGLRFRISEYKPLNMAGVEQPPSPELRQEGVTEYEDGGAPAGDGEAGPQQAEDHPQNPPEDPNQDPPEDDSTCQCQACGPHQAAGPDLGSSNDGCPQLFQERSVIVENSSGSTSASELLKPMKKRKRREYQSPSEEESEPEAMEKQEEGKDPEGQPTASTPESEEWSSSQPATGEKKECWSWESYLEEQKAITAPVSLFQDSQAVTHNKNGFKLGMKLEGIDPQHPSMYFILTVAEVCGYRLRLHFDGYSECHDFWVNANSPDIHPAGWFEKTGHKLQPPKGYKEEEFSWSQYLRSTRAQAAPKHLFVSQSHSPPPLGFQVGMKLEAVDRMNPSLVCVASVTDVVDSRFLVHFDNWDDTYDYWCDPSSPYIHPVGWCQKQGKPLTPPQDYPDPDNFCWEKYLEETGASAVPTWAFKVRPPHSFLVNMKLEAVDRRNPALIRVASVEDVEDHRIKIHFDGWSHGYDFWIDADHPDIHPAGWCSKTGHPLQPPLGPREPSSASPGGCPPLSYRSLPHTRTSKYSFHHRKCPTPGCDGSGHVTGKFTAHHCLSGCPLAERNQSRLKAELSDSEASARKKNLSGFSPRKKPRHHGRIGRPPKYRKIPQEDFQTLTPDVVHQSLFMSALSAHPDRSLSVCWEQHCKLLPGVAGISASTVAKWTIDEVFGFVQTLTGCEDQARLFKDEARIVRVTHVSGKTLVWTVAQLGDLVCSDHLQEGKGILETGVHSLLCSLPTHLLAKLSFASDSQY
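AlphaScreen proximity signal between nickel-chelate acceptor and streptavidin donor beads (final 10 ug/mL) reports binding of 50 nM L3MBTL1 to 75 nM biotin-H3 K9me1 peptide; complex incubated with compounds 30 min at room temperature; cefsulodin titration as control.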
Luc counter = counter-screen: inhibitors of Kinase-Glo firefly luciferase. AID 1379. actives 0.28% (n = 200,000). Kinase-Glo luciferase, ATP luminescence, 8 min. Q27757. Potency, µM (top dose mostly 38.3 µM), without a hit: at the highest dose activity change, negative = inhibition, actives largely listed as inhibitors; note: % is set by controls: 0 for no effect and ±100 for the full control effect; nearly all actives have a fitted effect of over 60% in size
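Kinase-Glo luciferase light output from ATP and luciferin was measured with 10 uM ATP, within the enzyme's linear range. Buffer: 50 mM imidazole pH 7.2, 50 mM KCl, 7 mM MgCl2, 0.01% Tween 20, 0.05% BSA; luminescence read after 8 min at ambient temperature.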
ALDH1A1 inh = blocks purified human ALDH1A1 activity; P00352; Purified ALDH1A1, NADH fluorescence, propionaldehyde substrate; Potency, µM (doses to about 75.3 µM), without a hit: top-dose activity, negative = inhibition, usual class: inhibitors; actives 7.3% (n = 220,000); active = well fitted inhibition curve with a large enough effect, not every such curve was filed as active; inconclusive = small, poorly fitted or top-dose-only effect, or another doubt; inactive = no such curve, though single readings can be large or run the other way;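 note: plate controls were no enzyme wells and a reference inhibitor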
Tau fibril ThT = inhibitors of human tau fibril formation, thioflavin T binding; recombinant tau K18 P301L (four-repeat tau fragment), heparin-induced fibrillization, ThT fluorescence; Potency, µM (highest dose often 57.4 µM), without a hit: at the top dose activity, negative = inhibition, actives largely listed as inhibitors; actives 2.1% (n = 270,000); AID 1460; note: % is set by controls: 0 for no effect and ±100 for the full control effect; nearly all actives have a fitted effect of over 55% in size
Target sequence (P10636 561-689 P618L limits assumed): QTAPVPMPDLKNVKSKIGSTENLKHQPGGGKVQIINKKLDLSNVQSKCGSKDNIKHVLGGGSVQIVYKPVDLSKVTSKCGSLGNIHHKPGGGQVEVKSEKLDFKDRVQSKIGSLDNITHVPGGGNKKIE
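Recombinant human tau K18 fragment […] carrying P301L, 15 uM unlabeled plus 0.24 uM Alexa 594-labeled, was fibrillized with 20 uM heparin in 100 mM sodium acetate pH 7 for 6 hr at 37 C; 30 uM ThT fluorescence read after 1 hr.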
RECQ1 inh = RECQ1 (human) helicase inhibition. P46063. RECQ1 DNA unwinding, red fluorescence kinetic read. Potency, µM (series often up to 57.3 µM), for inactives: at the highest dose activity, negative = inhibition, hits mostly inhibitors. actives 0.54% (n = 240,000);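 note: plate controls were vehicle for no effect and no enzyme for full effect; nearly all actives have a fitted effect of over 30% in size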
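50 nM RECQ1T1 preincubated 15 min with compound in Tris pH 8.0 buffer with MgCl2, DTT, Tween-20 and 2.5 ug/ml poly(dI-dC); started with 200 nM TAMRA/BHQ-2 forked duplex and 2 mM ATP. Unwinding read as fluorescence (525/598 nm), two reads 2 h apart.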
SMN2 splice up = increases expression of the SMN2 splice variant; actives 2.8% (n = 210,000); HEK293 SMN2-luciferase splicing reporter, luminescence, 30-36 h; AID 1458; Potency, µM (titrated, usually from 46.1 µM), for inactives: at the highest dose activity change, positive = activation, most hits filed as activators; note: % of control where 0% means no effect; nearly all actives have a fitted effect of over 55% in size
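qHTS luciferase splicing reporter: luminescence rises when SMN2 exon 7 is included in transfected HEK293 cells. Compound exposure lasted 30-36 h at 37C, with 4.5 mM final sodium butyrate as control, followed by a ONE-Glo read.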
The depositor's hits bear a star; i = inactive; ? = inconclusive; · = no result given; [ ] = dose if it differs, or a comment. Unless noted, calls come from the whole dose curve; as a rule, active = well fitted curve in the direction sought with a large enough effect; inconclusive = small, poorly fitted or top-dose-only effect, or another doubt; inactive = no such curve, though single readings can be large; an effect the other way counts as inactive or inconclusive. Potency is the fitted concentration of half-maximal effect. Only part of the results is shown; rates above refer to the full screens.

Compound,KDM4E inh,Tau fibril ThT,LMNA splice mod,ALDH1A1 inh,SMN2 splice up,Luc counter,RECQ1 inh,L3MBTL1 block
O=C(Oc1cccc(NC(=O)c2ccco2)c1)c1ccc(Br)c(S(=O)(=O)N2CCCCC2)c1,-1.3%,-1.1%,0.5%,-5.6%,2.3%,-4.3%,i,·
O=[N+]([O-])c1cccc(-c2ccc(SCc3cccnc3)nn2)c1,-1.8%,?,19.7%[46 µM],-6.0%,8.0%,-0.8%,i,-8.7%
O=C(C/C=N\OCc1ccc([N+](=O)[O-])cc1)Nc1ccc(Cl)cc1,10.1%,-12.2%,?,?,0.8%,0.0%,i,-6.3%
Cc1nc(-c2ccc(-c3ccon3)s2)no1,?,-12.0%,·,-7.8%,·,·,4.6%,10.1%
COc1ccc(-n2nc3c(c2NC(=O)c2c(-c4ccccc4Cl)noc2C)CS(=O)(=O)C3)cc1,9.4%,-7.6%,-10.9%,-2.0%,2.1%,0.9%,-15.6%,0.6%
O=C(c1cccnc1)N1CCN(Cc2cccc(Br)c2)CC1,?,6.1%,-4.5%,10µM*,-8.2%,-2.5%,i,·
CCCCCCCCCc1nc2sc3c(c2c(=O)n1NC(=O)c1ccccc1[N+](=O)[O-])CC(C)(C)OC3,1.1%,7.2%,?,1.41µM*,·,0.3%,2.0%,-13.4%
Cc1ccccc1C(=O)N/N=C/c1ccsc1C,11.4%,-0.9%,11.6%,-11.3%,15.8µM*,-7.8%,2.0%,-15.5%
COc1nn(C(C)C(=O)N2N=C(C(F)F)CC2(O)C(F)F)cc1[N+](=O)[O-] (configuration not stated),-3.8%,-3.6%,6.0%,-8.0%,-20.7%,2.8%,6.0%,2.0%[11.4 µM]
Cc1c(C(=O)O)nnn1-c1nonc1N,0.4%,-5.0%,23.1%[46 µM],3.6%,3.5%,-1.9%,i,·

Laid out differently: results already given.
COc1nn(C(C)C(=O)N2N=C(C(F)F)CC2(O)C(F)F)cc1[N+](=O)[O-] (configuration not stated)
  KDM4E inh: -3.8%
  Tau fibril ThT: -3.6%
  LMNA splice mod: 6.0%
  ALDH1A1 inh: -8.0%
  SMN2 splice up: -20.7%
  Luc counter: 2.8%
  RECQ1 inh: 6.0%
  L3MBTL1 block: 2.0%[11.4 µM]

Cc1c(C(=O)O)nnn1-c1nonc1N
  KDM4E inh: 0.4%
  Tau fibril ThT: -5.0%
  LMNA splice mod: 23.1%[46 µM]
  ALDH1A1 inh: 3.6%
  SMN2 splice up: 3.5%
  Luc counter: -1.9%
  RECQ1 inh: i
  L3MBTL1 block: ·

(list continues)
Compound,KDM4E inh,Tau fibril ThT,LMNA splice mod,ALDH1A1 inh,SMN2 splice up,Luc counter,RECQ1 inh,L3MBTL1 block
NS(=O)(=O)c1ccc(CCNC(=O)COC(=O)CN2C(=O)C3CCCCC3C2=O)cc1 (configuration not stated),-1.3%,-0.1%,-3.7%[46 µM],-7.8%,6.3%,0.7%,i,-6.5%
CCCCOC(=O)Nc1nnc(CCOCC)s1,2.4%,-5.8%,-1.9%,6.6%,-0.7%,1.2%,i,2.8%
Cc1ccc(OCC(=O)N/N=C\c2ccc(C)o2)c([N+](=O)[O-])c1,-25.5%,-14.6%,·,-13.2%,-8.3%,2.0%,2.8%,·
Cc1cccc(/C=N/Nc2cc(N3CCOCC3)nc(N3CCOCC3)n2)c1,?,?,?,-1.1%,-20.0%,-2.1%,-2.4%,-8.2%
O=C(Cn1nc(C(=O)O)c2ccccc2c1=O)NCC1CCCO1 (configuration not stated),-2.3%,-0.7%,-8.0%,8.5%,0.9%,-3.4%,-1.3%,0.5%
CCNC(=S)NNC(=O)c1csc2ccccc12,-4.3%,-5.7%,?,-2.4%,-13.5%,-1.7%,1.4%,0.3%
CNC(=S)N(Cc1cccs1)Cc1cc2cc(OC)c(OC)cc2[nH]c1=O,?,-4.0%,-7.2%,?,17.2%,-2.6%,-2.3%,-2.4%
COc1ccc(CN2C(=O)CS(=O)CC2=O)cc1OC,2.0%,-13.5%,-9.6%,8.91µM*,5.9%,0.5%,-1.2%,-9.2%
Clc1ccc(/C=N/c2c(-c3ccco3)nc3ccccn23)cc1,?,25.1µM*,-4.9%,?,-7.3%,?,-26.2%,·
COCCCNC(=S)N1CCCC(c2nc3cc(C)c(C)cc3[nH]2)C1 (configuration not stated),-9.8%,2.2%,·,-2.5%,5.6%,-6.6%,i,-9.5%

2 entries from above, set out differently.
Results follow in this order: KDM4E inh, Tau fibril ThT, LMNA splice mod, ALDH1A1 inh, SMN2 splice up, Luc counter, RECQ1 inh, L3MBTL1 block
- CCCCCCCCCc1nc2sc3c(c2c(=O)n1NC(=O)c1ccccc1[N+](=O)[O-])CC(C)(C)OC3
  1.1%, 7.2%, ?, 1.41µM*, ·, 0.3%, 2.0%, -13.4%
- O=C(c1cccnc1)N1CCN(Cc2cccc(Br)c2)CC1
  ?, 6.1%, -4.5%, 10µM*, -8.2%, -2.5%, i, ·

Continuation:
Compound,KDM4E inh,Tau fibril ThT,LMNA splice mod,ALDH1A1 inh,SMN2 splice up,Luc counter,RECQ1 inh,L3MBTL1 block
CC(=O)N1CCN(S(=O)(=O)c2cccc(C(=O)OCC(=O)N3CC(=O)Nc4ccccc43)c2)CC1,-3.2%,9.8%,?,-0.7%,7.0%,4.8%,-13.1%,1.3%
COc1ccc(CN2CCN(Cc3cccc(OC)c3)C(CCO)C2)cc1 (configuration not stated),2.2%,-4.5%,·,-4.7%,·,5.1%,-4.5%,-8.0%
Cc1ccc2[nH]c(=O)c(CN(CCCN3CCOCC3)Cc3nnnn3C3CCCC3)cc2c1,?,-10.3%,8.4%,?,-6.8%,8.9%,i,-1.1%
CC(C)c1ccc(CCNC(=O)c2ccc([N+](=O)[O-])cc2)cc1,?,?,?,?,-27.9%,0.2%,-2.8%,-2.1%
Cc1noc(/C=C/c2ccco2)c1S(=O)(=O)N1CCC(C(=O)N(C)Cc2ccccc2)CC1,?,?,5.3%,?,-3.8%,-5.9%,?,-29.7%
Cc1cc2c(c(=O)n1CC1CCCO1)C(c1ccc3c(c1)OCO3)C(C#N)=C(N)O2 (configuration not stated),-1.9%,?,-1.4%,11.2µM*,-7.2%,4.4%,-7.6%,-20.1%
CC1CCN(S(=O)(=O)c2ccc(C(=O)NCc3ccc4c(c3)OCO4)cc2)CC1,-7.0%,-10.2%,-3.8%,-3.9%,-22.0%,-2.1%,-12.5%,·
Cn1cccc1/C=C1\SC(=S)N(NC(=O)c2ccccc2Cl)C1=O,-0.2%,11.2µM*,5.6%,3.7%,-7.8%,0.0%,-2.6%,-9.9%
Clc1ccc(OCCCn2cncn2)cc1Cl,6.0%,4.7%,-7.2%,11.2µM*,-7.1%,8.7%,-1.9%,29.0%
Cc1cccc(C(=O)Nc2ccc(C(=O)/C=C/c3cccs3)cc2)c1,-12.5%,?,?,-4.8%,-1.9%,-4.2%,i,-6.9%
O=C(CC1NC(=O)NC1=O)NC1(C(=O)NC2CCCCC2)CCCCC1 (configuration not stated),-7.2%,-15.5%,-3.0%,?,·,·,-3.6%,-2.3%
Fc1ccccc1-c1csc(=Nc2cccnc2)n1CCCn1ccnc1,1.4%,?,-18.3%,?,-33.3%[inhibitor],4.0%,-3.7%,-17.4%
CC(N=Cc1ccccc1O)c1ccccc1 (configuration not stated),1.0%,-3.0%,-1.4%,10.5%,-19.7%,-2.9%,i,·
CC1CC(=O)Nc2ccccc2N1S(=O)(=O)c1ccccc1 (configuration not stated),-9.5%,-0.5%,2.7%,3.8%,2.5%,2.2%,-8.4%,0.5%
Cc1ccccc1-n1nc2c(c1NC(=O)c1ccc(S(=O)(=O)N(C)C)cc1)CSC2,-4.0%,5.1%,-9.4%,9.3%,-8.8%,0.4%,-10.5%,-5.7%
COc1ccc(C(NC(=O)N2CC(C)OC(C)C2)C(Cl)(Cl)Cl)cc1F (configuration not stated),-2.7%,5.3%,-13.4%,5.1%,-9.3%,3.7%,-2.7%,4.7%
O=S(=O)(c1ccccc1)c1nc(Nc2ccccc2N2CCOCC2)sc1Cl,-1.7%,-2.0%,?,-11.8%,-18.2%,1.1%,-0.7%,-9.0%
O=S(=O)(NC1CCCC1)c1ccc(S(=O)(=O)N2CCN(c3ccccc3)CC2)cc1,10.5%,3.8%,9.3%,8.5%,-10.6%,-0.8%,-2.0%,·
CC(=O)Nc1cccc(/C(C)=N/NC(=O)c2ccc(CN3CCOCC3)cc2)c1,11.1%,?,25.1%[46 µM],2.6%,-16.2%,-2.7%,-2.3%,·
O=C(NCC(=O)N(CCc1ccccc1)C(C(=O)NC1CCCCC1)c1ccncc1)c1ccco1 (configuration not stated),-8.1%,-10.8%,-6.3%,-5.0%,-23.4%,-1.1%,0.1%,4.0%
COC(=O)C1=C(C)N(Cc2ccccc2)C(=O)N[C@H]1CCc1ccccc1,1.9%[11.4 µM],-7.8%[11.5 µM],20.5%[9.22 µM],?,-2.4%[9.22 µM],-0.6%[7.66 µM],i[11.5 µM],·
COc1cc(OC)cc(OC)c1,6.6%,0.6%,-3.1%,22.6%,-19.3%,-0.2%,-3.3%,·
Cc1ccc(S(=O)(=O)NNC(=O)C2CC=CCC2C(=O)O)cc1 (configuration not stated),-3.7%,0.4%,·,-1.6%,?,-1.7%,-7.3%,·
O=C1N(Cc2cccnc2)C[C@@H]2C[C@@H](c3ccc4nsnc4c3)N3CCC[C@@]123,?,-15.9%,·,-4.9%,·,·,i,-5.9%
Cc1ccc(NS(=O)(=O)c2ccc(CCC(=O)NCCCOC(C)C)cc2)cc1,3.1%,8.1%,-2.7%,?,-12.5%,-0.6%,-0.2%,7.5%

Compound activity (PubChem)
